Screening results: PubChem BioAssay, National Center for Advancing Translational Sciences (NCATS)
PKM2 activator: activators of human pyruvate kinase M2 | purified PKM2, Kinase-Glo ATP luminescence, activation; response scale: 0% is enzyme alone, no compound | Potency, µM (doses to about 57.5 µM), without a hit: top-dose activation, hits mostly activators | hit rate 0.34% among 260,000 | AID 1631; further: potency means the concentration at half of the fitted maximal effect; on the % scale 0 is the no-effect control and ±100 the full control effect; nearly all actives have a fitted effect of over 55% in size
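Purified hPK-M2 (>95% pure) converted ADP (0.1 mM final) to ATP with 0.5 mM PEP in 50 mM imidazole pH7.2, KCl, MgCl2, Tween 20, BSA; 1 h at room temperature. ATP detected by Kinase-Glo luminescence.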
Chronic BCR inh: chronic active BCR signaling inhibition; ABC-DLBCL IkBa-CBG/CBR reporter, luminescence ratio, 4 h; Potency, µM (titrated, usually from 46.1 µM), without a hit: at the top dose ratio change, negative = lower green/red ratio, actives largely listed as inhibitors; hit rate 0.05% among 340,000; active means well fitted inhibition curve with a large enough effect in the signal ratio, with a control signal flat, not every such curve was filed as active; inconclusive means small, poorly fitted or top-dose-only effect, or effect the other way, or a change in a side signal; the % refers to the signal ratio;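 further: potency means the concentration at half of the fitted maximal effect; plate controls were basal doxycycline-induced cells for no effect and cells given 10 µM MG132 for full effect; MG132 reads +100%, hits lower the ratio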
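Compounds up to 46 uM were incubated four hours with TMD8 cells whose green CBG68 luciferase is fused to IkappaBalpha; red CBR luminescence normalised the signal, and concentration-effect curves were fitted to fusion, red and ratio data.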
KCNH2 WT inh: KCNH2 (human, wildtype) channel inhibition; Q12809; U2OS, BacMam KCNH2, thallium flux FluxOr; active compounds read low; activity change, % at 1.84 µM; hit rate 0.37% among 340,000;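 active means maximum activity change below -70%; inconclusive means maximum activity change between -70% and -50%; inactive means maximum activity change above -50%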; further: on the % scale 0 is the no-effect control and ±100 the full control effect
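U2OS cells transduced with wild-type KCNH2 virus are loaded with FluxOr dye for 45 min, and thallium flux is measured in kinetic reads before and after stimulation buffer. Rate constants are normalized to DMSO controls.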
MBNL1-CUG inh: MBNL1-poly(CUG) RNA binding inhibition; Potency, µM (doses to about 57.5 µM), inactives show at the top dose activity change, negative = inhibition, most hits filed as inhibitors; TR-FRET MBNL1-His/biotin-(CUG)12 binding, 665/545 ratio; AID 2675; hit rate 0.036% among 280,000; Q9NR56; active means well fitted inhibition curve with a large enough effect in the signal ratio, with a control signal flat, not every such curve was filed as active; inconclusive means small, poorly fitted or top-dose-only effect, or effect the other way, or a change in a side signal; inactive means no such curve, though single readings can be large or run the other way; the % refers to the signal ratio; further: potency means the concentration at half of the fitted maximal effect; on the % scale 0 is the no-effect control and ±100 the full control effect
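TR-FRET between His-tagged MBNL1 and biotin-(CUG)12 RNA, detected with Tb anti-His antibody (0.055 ng/ul) and streptavidin-XL665 (5 nM), 60 min at room temperature. Compounds titrated 92 nM to 58 uM; 665/545 nm ratio normalized to buffer and complex controls.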
S-ASM inh: inhibitors of human secretory acid sphingomyelinase | P17405 | placental ASM, HMU-PC fluorogenic substrate, 60 min | Potency, µM (top dose mostly 57.5 µM), for the others: at the top dose activity change, negative = inhibition, most hits filed as inhibitors | hit rate 0.006% among 340,000 | AID 504937; further: potency means the concentration at half of the fitted maximal effect
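Steps: dispense placental human ASM, pin compound, wait 10 min at room temperature, add HMU-PC0 substrate at 9 uM final, incubate 60 min at 37 °C, add stop solution raising pH to 10, read fluorescence.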
Mito fusion act: blocks mitochondrial division or promotes mitochondrial fusion; S. cerevisiae fusion-defective mutant growth rescue, CellTiterGlo 48 h; Potency, µM (doses to about 46.1 µM), inactives show at the highest dose growth rescue (activation), usual class: activators; hit rate 0.23% among 320,000; AID 485298;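 further: potency means the concentration at half of the fitted maximal effect; % of control where 0% means no effect; nearly all actives have a fitted effect of over 45% in size; temperature-sensitive fusion mutants such as fzo1-1 at 37 °C on non-fermentable ethanol glycerol medium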
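Luminescent cell viability in 1536-well qHTS format served as the measure of rescued growth in ts fusion-mutant S. cerevisiae cultured on non-fermentable YPEG for 48 hours at 37C.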
Eya2 phos inh: inhibitors of human Eya2 phosphatase activity. O00167. recombinant Eya2, OMFP fluorescence dephosphorylation (OMFP is methylfluorescein phosphate). Potency, µM (series often up to 76.9 µM), inactives show at the top dose activity, negative = inhibition, usual class: inhibitors. hit rate 0.006% among 330,000; further: potency means the concentration at half of the fitted maximal effect; on the % scale 0 is the no-effect control and ±100 the full control effect
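Eya2 (0.2 uM) preincubated 10 min at ambient with compound, then OMFP substrate added at 50 uM; 10 min reaction in 50 mM HEPES pH 7.5, 50 mM NaCl, 5 uM MgCl2, 0.05% BSA, 1 mM DTT. Fluorescence read at Ex 485/Em 525 nm.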
GALK inhibitor: galactokinase (human) inhibition. P51570. Purified GALK, Kinase-Glo residual ATP luminescence. Potency, µM (titrated, usually from 57.5 µM), without a hit: at the top dose activity change, negative = inhibition, usual class: inhibitors. hit rate 0.007% among 270,000. AID 1868; further: potency means the concentration at half of the fitted maximal effect; on the % scale 0 is the no-effect control and ±100 the full control effect
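Compounds were pin-transferred into ATP buffer (35 uM final), then GALK plus galactose (5 nM, 100 uM final) was added. After 1 h at room temperature, Kinase-Glo Plus was added and luminescence read after 10 min.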
Menin MLL FP TR: displaces Texas Red mutant MLL peptide from human menin. O00255. Potency, µM (top dose mostly 61.6 µM), inactives show top-dose FP activity change, negative = inhibition, usual class: inhibitors. Menin + Texas Red MLL mutant peptide, fluorescence polarization. AID 1768. hit rate 0.23% among 270,000; active means well fitted inhibition curve with a large enough effect in the polarisation, with a control signal flat, not every such curve was filed as active; inconclusive means small, poorly fitted or top-dose-only effect, or effect the other way, or a change in a side signal; inactive means no such curve, though single readings can be large or run the other way; the % refers to the polarisation; further: potency means the concentration at half of the fitted maximal effect; % of control where 0% means no effect; many of its hits are not listed in these tables
USP2a inh: inhibitors of human ubiquitin-specific protease USP2a; USP2 core, Ub-CHOP2 coupled fluorogenic reporter, 485/531; Potency, µM (highest dose often 38.3 µM), for inactives: top-dose activity change, negative = inhibition, usual class: inhibitors; hit rate 0.01% among 330,000;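 further: potency means the concentration at half of the fitted maximal effect; plate controls were DMSO wells for no effect and full inhibition by NEM control for full effect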
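Deubiquitinase activity read as fluorescence (485/531 nm) after Ub-CHOP2 cleavage activates the enterokinase reporter on its substrate; USP2 core 10nM, Ub-CHOP2 and substrate 25nM each, 30min compound preincubation then 60min RT; data normalized to NEM, curves fitted.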
TSHR antagonist: human thyrotropin receptor antagonism. P16473. TSHR-expressing cells, TSH-stimulated cAMP HTRF, 2 h; active compounds read low. activity change, negative = inhibition, % at 11.5 µM. hit rate 0.2% among 330,000. AID 504810;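 active means activity change below a set negative limit, meaning inhibition stronger than a set level, cut at about -70% in these data; inconclusive means activity change between two set negative limits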; further: on the % scale 0 is the no-effect control and ±100 the full control effect
Target sequence (P16473 whole entry, looked up): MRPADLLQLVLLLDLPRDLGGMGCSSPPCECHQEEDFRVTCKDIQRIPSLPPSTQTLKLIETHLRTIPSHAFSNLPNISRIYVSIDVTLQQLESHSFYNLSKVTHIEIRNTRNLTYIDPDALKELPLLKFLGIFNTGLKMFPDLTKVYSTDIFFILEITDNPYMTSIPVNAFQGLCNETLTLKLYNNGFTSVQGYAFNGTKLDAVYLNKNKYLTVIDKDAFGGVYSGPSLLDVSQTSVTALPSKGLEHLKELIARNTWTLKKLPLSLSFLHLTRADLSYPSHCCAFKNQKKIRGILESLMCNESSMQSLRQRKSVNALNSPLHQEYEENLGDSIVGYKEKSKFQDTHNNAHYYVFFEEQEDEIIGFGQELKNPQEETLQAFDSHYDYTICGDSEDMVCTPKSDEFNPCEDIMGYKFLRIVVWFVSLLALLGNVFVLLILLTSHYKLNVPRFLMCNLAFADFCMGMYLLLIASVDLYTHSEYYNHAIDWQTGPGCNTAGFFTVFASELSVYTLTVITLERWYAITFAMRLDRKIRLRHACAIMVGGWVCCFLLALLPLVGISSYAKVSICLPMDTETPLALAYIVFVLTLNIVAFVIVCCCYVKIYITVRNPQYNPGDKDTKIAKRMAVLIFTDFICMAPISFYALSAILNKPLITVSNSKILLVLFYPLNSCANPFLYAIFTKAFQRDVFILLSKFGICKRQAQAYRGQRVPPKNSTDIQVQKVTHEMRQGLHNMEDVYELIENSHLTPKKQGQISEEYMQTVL
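Cell-based HTRF cAMP assay; TSHR cells + compound, TSH EC80 (4nM final), 2 h, 37 deg C. Lysis with anti-cAMP cryptate and cAMP-d2, 30 min RT, read 665/620 nm.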
* = called active by the depositor; ? = inconclusive; / = not tested or not shown; & = joins results of further samples; [ ] = remark or other dose. Unless noted, the call rests on the fitted dose curve; in most records, active means well fitted curve in the direction sought with a large enough effect; inconclusive means small, poorly fitted or top-dose-only effect, or another doubt; inactive means no such curve, though single readings can be large; an effect the other way counts as inactive or inconclusive. Some of the compounds tested, so the mix of outcomes need not match the whole.

SMILES	PKM2 activator	Chronic BCR inh	KCNH2 WT inh	MBNL1-CUG inh	S-ASM inh	Mito fusion act	Eya2 phos inh	GALK inhibitor	Menin MLL FP TR	USP2a inh	TSHR antagonist
COc1ccc(C2C(C#N)=C(N)Nc3onc(C(C)(C)C)c32)c(OC)c1 (stereo not drawn)	5%	-5%	-3	0%	9%	0%	-5%	1%	16%	1%	-10
Cc1ccc2nc3sc(C(=O)N4CCCc5ccccc54)c(N)c3cc2c1	-2%	9%	-7	3%	?	?	4%	0%	23%	2%	-10
O=C(Oc1ccccc1Cl)c1ccc(N2CCOCC2)c([N+](=O)[O-])c1	-4%	0%	18	?	-8%	11%	-3%	-3%	6%	2%	-12
CC1(C)CC(=O)C2=C(C1)NCN(Cc1ccccc1)C2	-3%	-2%	-2	-2%	11%	2%	-6%	4%	3%	1%	14
Cc1nn(CCCC(=O)O)c(C)c1[N+](=O)[O-]	-13%	4%	-3	2%	0%	4%	3%	-1%	2%	19%	-12
O=C(CCC(=O)Nc1ccccc1Cl)NNC(=S)Nc1ccccc1C(F)(F)F	-7%	-1%	-2	-3%	1%	-1%	4%	-3%	/	2%	0
Cc1cc(C)nc(Nc2ccc(Br)cc2C(=O)O)n1	/	-2%	12	?	7%	-3%	-5%	-4%	?	2%	-9
Cn1c(N)c(C(=O)COC(=O)c2cc(-c3ccccc3)nc3ccccc23)c(=O)n(Cc2ccccc2)c1=O	0%&5%	6%	1	13%	0%	0%	9%	/	?	0%	7
CCn1c(COc2ccc(=O)n(-c3ccccc3)n2)nnc1SCc1ccccc1	2%	1%	11	1%	1%	-8%	7%	1%	-11%	-1%	-4
CCCCN(C(=O)Cn1nnc2ccccc21)C(C(=O)NCCOC)c1ccc(OC)cc1 (stereo not drawn)	-2%	4%	3	-13%	4%	8%	-3%	6%	-11%	-1%	9
COc1ccc(C(=O)Nc2cc(=O)n(C)c(=O)n2C)cc1	-9%	2%	8	-9%	8%	2%	-11%	0%	-19%	-4%	9
N#Cc1cccnc1N1CCN(C(=O)c2cccc3c2C(=O)c2ccc(-c4ccc(F)cc4OCc4ccccc4)cc2S3(=O)=O)CC1	/	?	-8	/	-2%	/	-1%	/	/	10%	-11
O=C(C1CCN(S(=O)(=O)c2c(Cl)cccc2Cl)CC1)N1CCCCCCC1	/	13%	-11	/	-2%	10%	4%	/	/	3%	11
Cc1cc(C)n2c(C)nnc2c1	-4%	?	-4	-4%	5%	-4%	9%	-2%	-3%	10%	?
CC(C)(O)C#Cc1ccc(C(=O)N2CCCC2C(=O)O)s1 (stereo not drawn)	1%	-1%	4	18%	6%	-1%	-29%	-1%	-1%	2%	-1
O=C(Nc1ccccc1)N1CCCCC1c1cccnc1 (stereo not drawn)	0%	-3%	5	-1%	2%	0%	-2%	0%	9%	1%	8
COc1ccc(-n2c(C)cc(/C=C3\SC(=S)N(Cc4ccco4)C3=O)c2C)cc1	4%	1%	-13	/	24%	-1%	4%	2%	1%	3%	-2
Cc1cc(NC(=NC2CC2)c2ccccc2F)n(-c2ccccc2)n1	0%	-3%	4	-1%	-1%	8%	14%	-1%	4%	1%	-13
O=C1Cc2cc(S(=O)(=O)Nc3ccc(F)cc3Cl)ccc2N1	/	-1%	-15	/	5%	-2%	1%	/	/	2%	17
CC(/C=C/C1[C@H](C)C[C@H](O[C@@H]2O[C@H](CO)[C@@H](O)[C@H](O)[C@H]2O)CC1(C)C)O[C@H]1O[C@H](CO)[C@@H](O)[C@H](O)[C@H]1O (stereo partly drawn)	/	?	-8	/	4%	-5%	4%	/	/	-1%	8
Cc1ccc(NC(=O)c2ccc(C)c(S(=O)(=O)N3CCOCC3)c2)nc1	/	8%	-1	/	6%	2%	4%	/	/	1%	-3
Cc1csc(NC(=O)CSc2ccccc2F)n1	2%	?	-6	-2%	-1%	0%	-17%	10%	24%	-4%	-7
O=C(CSc1ccc2c(c1)OCCO2)NCCN1C(=O)CSC1=O	-4%	0%	10	-20%	1%	1%	-3%	-1%	-1%	-1%	12
O=S(=O)(NCc1cccnc1)c1ccc(Br)c2ccccc12	4%	-1%	3	25%	3%	9%	2%	-2%	-4%	1%	-10
CC(=O)c1ccc(NC(=O)Nc2cccnc2)cc1	0%	-6%	-10	28µM*	-2%	-7%	-4%	-2%	/	2%	13
CSc1ccccc1OCc1cc(C(=O)NCc2ccc(C)s2)no1	-2%	?	4	-7%	-3%	1%	-2%	-8%	?	-4%	-16
Cc1ccc(S(=O)(=O)N/N=C\c2cn(CC(N)=O)c3ccccc23)cc1C	-1%	-1%	17	10%	?	-1%	-5%	0%	?	2%	-1
CCC(C)(C)C1CCC(NC(=O)c2ccc(S(=O)(=O)N3CCOCC3)cc2)CC1 (stereo not drawn)	/	2%	3	/	-10%	16%	15%	/	/	0%	-13
COc1ccc(C(=O)NC2CCCCCC2)cc1S(=O)(=O)N1CCCc2ccccc21	-3%	1%	4	0%	-3%	4%	-11%	0%	11%	1%	-10
CC1CC(C)CN(C(=O)COC(=O)c2cc3ccccc3cc2O)C1 (stereo not drawn)	-1%	-6%	-2	23%	14%	?	-2%	2%	-7%	-3%	-22
CCOc1ccc(NC(=O)CN(C)C(=O)c2cccnc2Sc2ccc(Cl)cc2)cc1OCC	/	9%	0	/	0%	-1%	-5%	/	/	-1%	2
COC(=O)[C@H](CC(C)C)NC(=O)c1cc2c(cn1)[nH]c1ccccc12	/	?	21	-3%	-3%	4%	-2%	2%	66%[activator]	-5%	-8
CCn1c(=S)sc2c(=O)n(CC(=O)Nc3ccccc3C(F)(F)F)c(C)nc21	/	0%	-7	0%	11%	5%	2%	7%	?	5%	-127*
O=C1/C(=C/c2cccs2)Sc2ccccc21	-22%	?	-19	34%[activator]	-4%	10%	10%	3%	?	2%	9
CC(C)Oc1cccc(C(=O)C2CCCN(Cc3ccc(Oc4ncccn4)cc3)C2)c1 (stereo not drawn)	3%	-2%	11	-14%	-1%	-1%	1%	2%	-23%	0%	5
CCOc1ccc(-c2nnn(CC(=O)NCc3ccc(F)cc3)n2)cc1OCC	-8%	-1%	12	-10%	1%	-2%	27%	4%	5%	0%	13
Cc1ccc(/C=N/c2sc(Cc3ccccc3)c(C)c2C(N)=O)o1	-1%	0%	1	0%[11.5 µM]	4%	6%	-5%	/	4%	-4%	3
Cn1nc([N+](=O)[O-])nc1Sc1nnc(-c2ccccc2)o1	-2%	?	12	?	-5%	-12%	-15%	-4%	5%	2%	25
O=C(Nc1ccc(/C=C/c2nc3ccccc3o2)cc1)c1cccc(C(F)(F)F)c1	0%	-10%	-3	-3%	270%[activator]	-4%	24%	1%	?	2%	-10
CC1Oc2ccccc2N(Cc2ccccc2Cl)C1=O (stereo not drawn)	13%	?	-1	-1%	0%	17%	-7%	-2%	-4%	3%	-28
Cc1ccc(Cn2nnc3c(=O)[nH]c(C4CCCN(S(=O)(=O)c5ccc(F)cc5)C4)nc32)cc1 (stereo not drawn)	-7%	17%	2	4%	-22%	-1%	2%	-4%	17%	4%	5
COc1cc(CN(C)CC2CCCN(CCc3ccccc3F)C2)cc(Cl)c1OC (stereo not drawn)	1%	?	21	3%	2%	-9%	4%	0%	?	0%	17
CC1CC(C)CN(C(=O)Cn2c(=O)n(CCCCC(=O)NCc3ccco3)c(=O)c3ccccc32)C1 (stereo not drawn)	4%	-3%	3	-13%	0%	-7%	8%	0%	-2%	0%	0
COc1ccc(NC(=O)CN(C)S(=O)(=O)c2cccc3nsnc23)cc1OC	7%	?	-11	?	9%	-25%	2%	/	0%	1%	5
CCc1cc(C(=O)c2ccc(C)cc2)c(NC(=O)CCl)s1	1%	?	-6	7%	-8%	29%	-6%	-1%	-10%	-10%	15
COc1ccc(C2=CC(=O)CC(c3ccc(OC)cc3)C2)cc1 (stereo not drawn)	0%	-4%	10	?	-9%	?	-8%	3%	?	2%	-6
